MC4R barr agon – MC4R agonists recruiting beta-arrestin, primary screen, cell-based, luminescence, agonist arm of biased-ligand search. 0.98% of 360,000 active. Melanocortin receptor 4 (Homo sapiens), P32245. AID 540308, 2011. activation, % at 8.9 µM. U2OS MC4R beta-arrestin complementation; percent of melanotan II response, DMSO zero;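 active = activation above a per-plate cutoff, the mean activation of sample wells on that plate plus 3 SD, cut at about 8% in these data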
Target sequence (P32245 whole entry, looked up): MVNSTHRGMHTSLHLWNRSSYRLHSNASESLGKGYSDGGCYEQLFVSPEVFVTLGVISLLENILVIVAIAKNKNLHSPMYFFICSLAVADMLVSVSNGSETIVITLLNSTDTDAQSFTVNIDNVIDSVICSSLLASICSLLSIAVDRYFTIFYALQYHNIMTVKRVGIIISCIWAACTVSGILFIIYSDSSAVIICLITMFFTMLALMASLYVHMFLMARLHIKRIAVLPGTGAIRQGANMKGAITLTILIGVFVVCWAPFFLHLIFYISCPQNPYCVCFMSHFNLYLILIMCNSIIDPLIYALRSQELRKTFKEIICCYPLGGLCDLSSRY
PDI turbidity – inhibitors of human PDI, primary screen, biochemical, turbidity, single point, plate reader. 0.052% of 350,000 active. inhibition, % at 10 µM. AID 588391, 2011. PDI insulin aggregation turbidity, A650, 90 min;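 active = mean inhibition across replicates of 30% or more, whatever share of single replicates reach that level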;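 note: absorbance from insulin aggregation driven by PDI reduction with DTT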
MC4R antagonist – MC4R antagonists of cAMP signaling, primary screen, cell-based, TR-FRET, antagonist arm of biased-ligand search; 0.48% of 360,000 active; MC4R-expressing cells, MTII-stimulated cAMP, LANCE TR-FRET; Melanocortin receptor 4 (Homo sapiens), P32245; inhibition, % at 6.5 µM;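 active = inhibition above its plate's cutoff, the mean of tested wells on that plate plus 3 SD, cut at about 29% in these data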;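 note: 0% = Melanotan II alone and 100% = Melanotan II plus saturating MCL0020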
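Material – human MC4R-expressing U2OS cells · Repeats – no replicates · Detection – TR-FRET with Eu-cAMP and labeled anti-cAMP, 671 nm · Times – compound 30 min, challenge 1 h, detection 1 h · Compound – single nominal compound dose of 6.5 µM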
CaV13 FRET inh – Primary screen for inhibitors of IQ motif and Ca2+-dependent inactivation inhibitor domain binding in CACNA1D, Förster resonance energy transfer in living cells, …; HEK cells, CFP/YFP FRET ICDI-IQ, plate reader, 10 min; percent FRET-ratio fall versus neutral wells; inhibition, % at 12.3 µM; AID 743397; 0.098% of 340,000 active;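 active = mean replicate inhibition of at least 30% and at least 1% of replicates passing that level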;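 note: 0% = median of the neutral control wells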
aDG glyco up – activators of alpha-DG glycosylation, primary screen, uHTS, Pro5-aDG cells, AlphaScreen; alpha-DG glycosylation AlphaScreen (IIH6); 0% Pro5, 100% B10-LARGE cell signal; activation, % at 10 µM; 0.22% of 360,000 active; AID 624168, 2012;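 active = activation of at least 8% versus controls, or a plate z-score of at least 8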;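 note: Pro5 are CHO cells carrying HIG-tagged alpha-DG that lacks glycosylation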
Vif inh – HIV Vif self-association inhibitors, primary screen, imaging, HEK293T, single point | inhibition, % at 7.49 µM | HEK293T cells, Vif self-association by quenched fluorescence, 24 h | 0.35% of 340,000 active; in the data active = inhibition above about 50%, passing the limit was not always enough; note: some results filed as inactive read as strong as hits
ABCB6 inh 2 – ABCB6 transporter inhibitors, primary screen, K562-ABCB6 cells, flow cytometry, MLPCN library | 0.19% of 360,000 active | fluorescence ratio to DMSO, % at 10 µM | AID 602162, 2011 | ATP-binding cassette sub-family B member 6 (Homo sapiens), Q9NP58 | K562-ABCB6 porphyrin accumulation, 1 h; active compounds read low;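 active = fluorescence ratio to DMSO below 75%, the collection mean minus 3 SD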;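 note: signal is porphyrin accumulated inside mitochondria; 100% equals median channel fluorescence of DMSO control wells; lower ratio means ABCB6 inhibition with less porphyrin fluorescence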
m5-HT2A agonist – mouse Htr2a agonists via beta-arrestin recruitment, primary screen, cell-based, luminescence; 5-hydroxytryptamine receptor 2A (Mus musculus), P35363; 0.66% of 360,000 active; CHO-K1 mHTR2A beta-arrestin complementation; percent of 30 µM serotonin response; activation, % at 7.6 µM;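 active = activation above a run cutoff, the mean activation of all tested compounds plus 3 SD, cut at about 14% in these data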;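 note: 0% = plate median of compound wells and 100% = 30 µM serotonin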
Target sequence (P35363 whole entry, looked up): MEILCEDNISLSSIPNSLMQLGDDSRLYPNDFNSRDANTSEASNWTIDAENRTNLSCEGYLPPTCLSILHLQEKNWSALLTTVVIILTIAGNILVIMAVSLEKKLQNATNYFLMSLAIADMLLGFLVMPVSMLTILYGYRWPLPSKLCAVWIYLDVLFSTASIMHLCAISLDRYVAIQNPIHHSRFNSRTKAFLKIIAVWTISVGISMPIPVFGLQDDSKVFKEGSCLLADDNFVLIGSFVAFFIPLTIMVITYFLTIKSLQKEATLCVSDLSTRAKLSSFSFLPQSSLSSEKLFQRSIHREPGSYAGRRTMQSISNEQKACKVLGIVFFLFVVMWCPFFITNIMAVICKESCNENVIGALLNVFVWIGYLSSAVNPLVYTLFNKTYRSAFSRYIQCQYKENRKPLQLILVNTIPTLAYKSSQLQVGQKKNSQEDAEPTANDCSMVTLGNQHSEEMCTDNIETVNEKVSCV
Cardio protect – cardioprotection against H2O2-induced cell death, primary screen, uHTS, H9c2 cells, ATPLite luminescence; H9c2 cardiomyocytes, H2O2 injury protection, 2 h; protection from H2O2 cell death, % at 20 µM; 0.63% of 360,000 active; AID 588492, 2011;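 active = compounds giving at least 50% protection of heart cells from peroxide-induced death in the single-dose screen, raw or plate-pattern-corrected value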;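 note: 0% = DMSO wells with peroxide and 100% = DMSO wells without peroxide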
N-glyco inh – increase of ERlucT glycosylation luciferase signal, primary screen, N-linked glycosylation inhibitor project, D54 ERlucT cells, luminescence, set 2; D54 ERlucT glycosylation luciferase reporter, 24 h; percent of 100 nM tunicamycin response; reporter increase, % at 12.5 µM; 0.23% of 360,000 active; AID 588692, 2011;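 active = mean luciferase reporter signal, scaled so untreated is 0 and the glycosylation-blocking control 100, at or above a set limit in every replicate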;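 note: luciferase carries N-glycosylation sites so blocking glycosylation raises the light; 0% = median of neutral control wells and 100% = median of 100 nM tunicamycin wells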
Starred values were filed as active, the others as inactive; . = no result given.

SMILES | MC4R barr agon | PDI turbidity | MC4R antagonist | CaV13 FRET inh | aDG glyco up | Vif inh | ABCB6 inh 2 | m5-HT2A agonist | Cardio protect | N-glyco inh
CCOC(=O)N1CCN(CC(O)COc2ccc(OC)cc2C(C)(C)C)CC1 (stereo not drawn) | -0.3 | 3 | 0 | -4 | 0.5 | -8 | 91 | -1 | -3 | 2
Nc1ccn([C@@H]2O[C@H](C(=O)N(CCC3=CCCCC3)CC3CC3)[C@@H](O)[C@H]2O)c(=O)n1 | . | . | . | -8 | -0.1 | -5 | 99 | -9 | 4 | -1
N#Cc1nc(COc2ccc(Br)cc2)oc1N1CCCCCC1 | 3.5 | . | -3 | -3 | -0.2 | 2 | 98 | -3 | -17 | -2
CCOC(=O)Cc1csc(NC(=O)c2csc3c2CCCC3)n1 | -1.0 | -1 | 13 | -8 | -0.1 | 11 | 104 | 1 | -13 | 0
O=C(CC(c1ccccc1)c1ccccc1)NCC1CCCO1 (stereo not drawn) | 1.1 | -4 | 6 | -5 | -0.2 | 4 | 93 | 1 | 5 | -1
CCn1cc(Br)c(C(=O)Nc2sc3c(c2C(N)=O)CCCC3)n1 | -0.7 | -5 | 13 | . | -0.3 | 0 | 97 | 9 | -7 | -1
COc1ccccc1NC(=O)C(C)N1C(=O)c2ccccc2C1=O (stereo not drawn) | -2.2 | -5 | 3 | -5 | -0.1 | 2 | 94 | 4 | 0 | 2
O=C(NC12CC3CC(CC(C3)C1)C2)c1cc(F)c(F)c(F)c1F | 6.8 | -5 | -4 | -21 | 0.0 | -16 | 133 | 6 | -2 | -2
CN1CCN(c2ncnc3c2ncn3[C@H]2CN(Cc3ccc(-c4ccccc4)cc3)C[C@@H](CO)O2)CC1 | -0.9 | 6 | 3 | -10 | 9.6* | 8 | 97 | -2 | -9 | 0
Cc1cc(C=O)c(C)n1-c1ccc(N2CCCCC2)c([N+](=O)[O-])c1 | 0.7 | -5 | 10 | . | 0.7 | -6 | 115 | -1 | -19 | -4
O=C(Cc1cccs1)N[C@@H]1c2ccccc2CC[C@H]1OCc1ccccc1 | 0.9 | 9 | 4 | -6 | 0.4 | -1 | 97 | -3 | 10 | -1
Cc1onc(-c2ccccc2)c1C(=O)N/N=C/c1c(F)cccc1Cl | -0.6 | 3 | 8 | -6 | -0.1 | -20 | 99 | 1 | -6 | -7
COC(=O)C1C(=O)C2=C(CC1C)NC(C)=C(C(=O)OC(C)C)C2c1ccc(C)o1 (stereo not drawn) | -0.4 | 0 | 1 | -6 | 0.2 | -3 | 88 | 3 | 5 | 0
CC1(C)C(=O)C2(CCCCC2)C(=O)OC1c1cccs1 (stereo not drawn) | 0.3 | -1 | 5 | -10 | 0.0 | -5 | 103 | 12 | -4 | 1
CCOC(=O)C1=C(O)CSC1=Nc1ccc(Cl)cc1 | 1.9 | 2 | -4 | -5 | -0.1 | 10 | 98 | 0 | -2 | -2
CCOC(=O)C1=CCC2C(=O)N(C)C(=O)C12 (stereo not drawn) | . | . | . | -4 | 0.2 | 23 | 104 | 7 | 4 | 3
Cc1ccc(S(=O)(=O)Nc2ccc(N(C)C)cc2)cc1 | 0.3 | -6 | 2 | -7 | -0.3 | 4 | 103 | 0 | -2 | 0
CC(C)C(NC(=O)c1ccccc1F)C(=O)NCc1ccc(F)cc1 (stereo not drawn) | 0.1 | -8 | 7 | -7 | 0.1 | 28 | 94 | -2 | 3 | 0
Cc1ccc(-n2c(SCC(=O)Nc3cccc(S(=O)(=O)NC4=NCCCCC4)c3)nc3ccccc3c2=O)cc1 | -0.2 | -9 | 12 | -3 | 0.0 | -5 | 102 | 1 | -6 | -4
O=C(c1cn2ccccc2n1)N1CCc2c([nH]c3ccccc23)C1c1ccccn1 (stereo not drawn) | -0.1 | 11 | 12 | 6 | -0.3 | 5 | 104 | -2 | 6 | 0
CC(C)c1nc2oc3c(NCC4CCCO4)ncnc3c2c2c1COC(C)(C)C2 (stereo not drawn) | -2.3 | -2 | 7 | -4 | 0.1 | 8 | 96 | 0 | 28 | 1
CCS(=O)(=O)N1CCCC(C(=O)NCCc2ccc(C)cc2)C1 (stereo not drawn) | -0.3 | -18 | -2 | -3 | -0.1 | 0 | 89 | -1 | 2 | 1
O=S(=O)(c1cccc2nonc12)N1CCN(c2cccc(Cl)c2)CC1 | 1.3 | 0 | 12 | -5 | -0.3 | -9 | 109 | 2 | 2 | -1
O=C(Nc1cccc(Cl)c1)c1nc[nH]c1C(=O)NCCN(CCNC(=O)c1[nH]cnc1C(=O)Nc1cccc(Cl)c1)CCNC(=O)c1[nH]cnc1C(=O)Nc1cccc(Cl)c1 | 0.1 | -3 | 1 | -6 | -0.1 | -1 | 97 | 2 | 28 | -2
COc1ccc(NC(=S)N(CCC(C)C)C2CCN(C(C)C)CC2)cc1Cl | -2.6 | 2 | 5 | -20 | 0.1 | 5 | 96 | -4 | 1 | -2
COc1cc(CNCc2ccco2)ccc1OCc1ccccc1 | -0.6 | 5 | 1 | . | 2.2 | -1 | 95 | -5 | -10 | -4
CCOC(=O)C1CCN(C(=O)CN(c2ccc(Oc3ccccc3)cc2)S(C)(=O)=O)CC1 | -0.8 | -10 | 6 | -6 | 0.0 | -18 | 101 | 1 | 1 | 1
COCC1CCCC1OS(N)(=O)=O (stereo not drawn) | -0.3 | 5 | 11 | -4 | 0.0 | -3 | 86 | -1 | 2 | 3
O=C(Nc1ccc(N2CCCC2)cc1)C(c1ccccc1)c1ccccc1 | -0.1 | 13 | 0 | -4 | -0.3 | . | 130 | 4 | 1 | -4
Cc1ccccc1C(=O)NNC(=O)c1ccncc1 | 0.2 | -53 | 0 | -20 | -0.2 | -3 | 101 | 0 | 0 | 3
O=C(O)c1ccc(OCC(O)Cn2c3ccccc3c3ccccc32)cc1 (stereo not drawn) | -0.7 | -3 | 4 | -3 | -0.1 | 1 | 91 | 4 | 1 | 3
O=C(C(=O)N1CCN(c2ccccc2)CC1)c1cn(CC(=O)N2CCCCCC2)c2ccccc12 | -3.1 | 4 | 3 | . | 0.3 | -19 | 111 | 3 | 2 | -3
Cc1cc(Cl)ccc1NNC(=O)c1snnc1C | -1.7 | 12 | 6 | -3 | 0.0 | -4 | 107 | -1 | -3 | 2
O=C1CN(C(=O)N[C@@H](Cc2ccccc2)C(=O)N[C@H](C(=O)O)c2ccccc2)c2ccccc2N1 | -1.9 | -3 | 4 | -3 | 0.0 | 1 | 89 | 1 | 1 | 3
COC(=O)c1ccc(NC(=O)CSc2nc3ncccc3[nH]2)cc1 | -2.7 | 9 | 10 | -4 | 0.1 | -6 | 100 | 1 | -2 | 1
CS(=O)(=O)N(CC(=O)NCc1ccccn1)Cc1ccc(Cl)cc1 | 0.0 | 12 | -3 | 0 | 2.2 | 10 | 98 | -1 | 3 | 0

At a glance, 3 of the compounds above:
SMILES | MC4R barr agon | PDI turbidity | MC4R antagonist | CaV13 FRET inh | aDG glyco up | Vif inh | ABCB6 inh 2 | m5-HT2A agonist | Cardio protect | N-glyco inh
O=C1CN(C(=O)N[C@@H](Cc2ccccc2)C(=O)N[C@H](C(=O)O)c2ccccc2)c2ccccc2N1 | -1.9 | -3 | 4 | -3 | 0.0 | 1 | 89 | 1 | 1 | 3
COC(=O)c1ccc(NC(=O)CSc2nc3ncccc3[nH]2)cc1 | -2.7 | 9 | 10 | -4 | 0.1 | -6 | 100 | 1 | -2 | 1
CS(=O)(=O)N(CC(=O)NCc1ccccn1)Cc1ccc(Cl)cc1 | 0.0 | 12 | -3 | 0 | 2.2 | 10 | 98 | -1 | 3 | 0

Other compounds follow.
SMILES | MC4R barr agon | PDI turbidity | MC4R antagonist | CaV13 FRET inh | aDG glyco up | Vif inh | ABCB6 inh 2 | m5-HT2A agonist | Cardio protect | N-glyco inh
Cc1ccc(N(C(=O)CNC(=O)c2ccco2)C(C(=O)NC2CCCC2)c2cccnc2)cc1C (stereo not drawn) | 1.6 | 0 | 1 | -6 | 0.2 | 5 | 151 | 3 | 0 | 1
COc1cc([N+](=O)[O-])cc2cc(C(=O)NC(C)(C)C)c(=O)oc12 | -2.2 | -9 | 8 | -5 | 0.2 | 5 | 91 | 2 | 11 | 0
Cc1ccccc1NC(=O)c1cc([N+](=O)[O-])ccc1NCCN1C(=O)CCC1=O | -2.7 | -3 | 4 | -3 | 0.0 | -2 | 97 | 3 | -4 | 0
O=C(NC(=S)Nc1ccc(S(=O)(=O)Nc2ncccn2)cc1)c1ccc(Br)cc1 | -2.0 | 1 | 24 | -1 | 0.4 | -1 | 100 | -3 | 0 | -2
CC1CN(S(=O)(=O)c2ccc(C(=O)O)cc2)CC(C)O1 (stereo not drawn) | -1.8 | 7 | 14 | -13 | 0.7 | -3 | 106 | -4 | -7 | 0
Cc1ccc(NC(=O)COC(=O)C2C3CC4OC(=O)C2C4C3)cc1Cl (stereo not drawn) | 0.1 | 4 | 0 | -2 | -0.1 | 4 | 89 | -1 | -2 | 1
CC(C)(C)C(=O)Nc1ccccc1C(=O)NCc1ccco1 | -2.5 | -19 | 5 | . | 0.1 | -9 | 98 | 2 | 10 | 1
CC1Cc2ccccc2N1C(=O)Cn1c(=O)cc(O)c2ccccc21 (stereo not drawn) | 0.2 | -1 | 13 | . | 0.0 | -3 | 101 | -2 | 12 | 2
Cc1nc(C(C)(C)O)n(-c2ccccc2)n1 | 0.8 | 9 | 27 | . | -0.4 | . | 89 | -2 | -2 | 2
Cc1ccc(C(=O)Nc2cccc(C(=O)NC3CCCC3)c2)cc1 | -1.2 | 7 | 6 | -2 | 0.5 | -6 | 97 | -2 | -3 | -2
O=C(O)/C=C/C(=O)NCCc1cccc(Cl)c1 | -1.8 | 0 | 7 | 1 | 0.1 | -1 | 100 | 26* | 1 | 2
Cc1ccc(C(=O)C2=C(O)C(=O)N(Cc3cccnc3)C2c2ccc(N(C)C)cc2)o1 (stereo not drawn) | -2.5 | 12 | 6 | -5 | -0.2 | 1 | 93 | -11 | -2 | -1
CCn1c(CNC(=O)c2ccccc2F)nnc1SCC(=O)NC1CCCCC1 | -0.8 | -7 | 6 | -5 | -0.2 | -15 | 100 | 0 | 7 | 0
COC(=O)c1ccc(COc2ccccc2/C=N/NS(=O)(=O)c2ccccc2)cc1 | -2.0 | -1 | 0 | -7 | 0.0 | 11 | 95 | -9 | -9 | 6

Assay outcomes: PubChem, several laboratories

Rows were taken by chance; overall some 3.6% were active at least once.
